High-throughput results (PubChem BioAssay)
NR3A LBD binder = NR3A (human) ligand-binding domain modulation | NR3A LBD differential scanning fluorimetry, Tm shift; 0% = protein alone, 100% = glycine-bound protein | Tm shift relative to glycine control, % at 25 µM | hit rate 2.5% among 340,000 | AID 1259313;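 active = melting temperature shift of at least 10% of the positive control shift, at one fixed dose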
XBP1 UPR activ = adaptive UPR (XBP1) activation | activation, % at 20 µM | CHO-XBP1 luciferase reporter, IRE1-XBP1 UPR activation, luminescence; percent of tunicamycin response, DMSO as zero | hit rate 0.33% among 330,000 | AID 463104;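 active = versus positive control, 20 µM dose yields 30% or more activation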;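 also: 100% = tunicamycin at 10 µg/mL and 0% = DMSO only wells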
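Material: CHO-XBP1 cells stably carrying IRE1-XBP1-driven luciferase reporter / Amount: 1000 cells per well / Compound: 20 µM, 1% DMSO / Times: 6 h treatment, 37 °C / Detection: luciferase luminescence / Measure: % activation of reporter signal versus tunicamycin and DMSO controls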
tim23-1 inh = inhibits growth of tim23-1 mutant yeast; S. cerevisiae tim23-1 growth, BacTiter-Glo luminescence, 24 h; inhibition, % at 20 µM; hit rate 1.3% among 330,000; AID 463212;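 active = growth inhibition of the mutant yeast at or above 50%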;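 also: temperature-sensitive mutant grown at 25 °C; plate controls were DMSO-treated mutant yeast for no effect and medium wells lacking yeast for full effect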
CHOP UPR activ = activators of apoptotic arm of unfolded protein response (CHOP) | CHO-CHOP luciferase reporter, UPR activation, luminescence; percent of tunicamycin response over DMSO baseline | activation, % at 10 µM | hit rate 0.34% among 330,000 | AID 449763;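 active = at 10 µM dose, activation of 40% or more, normalized to positive control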;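 also: 100% = tunicamycin at 10 µg/mL and 0% = DMSO alone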
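assay system = CHO CHOP reporter cells | amount = 500 CHO-CHOP cells per well | buffer or medium = F12 with 10% FBS | incubation = 16-18 h cell attachment, then 6 h compound exposure, 37 °C | detection = luminescence read with Steady-Glo | read-out = percent activation relative to tunicamycin control | controls = tunicamycin high control, DMSO low control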
APJ agonist = agonists of human APJ apelin receptor. P35414. CHO-K1 APJ PathHunter beta-arrestin, luminescence; 0% DMSO wells, 100% apelin. activation, % at 20 µM. hit rate 0.11% among 330,000;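 active = activation more than six SD over the plate average, tested at 20 µM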;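 also: 0% = DMSO alone and 100% = apelin-13 at 10 nM; some results filed as inactive read as strong as hits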
Target sequence (P35414 whole entry, looked up): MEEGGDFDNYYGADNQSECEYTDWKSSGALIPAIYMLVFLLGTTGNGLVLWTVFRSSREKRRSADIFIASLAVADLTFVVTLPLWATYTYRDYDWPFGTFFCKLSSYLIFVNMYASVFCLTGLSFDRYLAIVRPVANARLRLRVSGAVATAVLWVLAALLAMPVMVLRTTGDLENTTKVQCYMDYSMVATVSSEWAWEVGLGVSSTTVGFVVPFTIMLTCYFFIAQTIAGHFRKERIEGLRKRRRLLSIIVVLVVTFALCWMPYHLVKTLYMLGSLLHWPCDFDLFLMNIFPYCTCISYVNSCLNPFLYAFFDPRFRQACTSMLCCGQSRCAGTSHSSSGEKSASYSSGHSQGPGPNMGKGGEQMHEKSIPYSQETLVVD
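Assay system: CHO-K1 cells stably expressing ProLink-tagged human APJ and arrestin–beta-gal acceptor. Compound dosing: 20 µM single point, 1% DMSO. Times: 16-18 h seeding, 90 min dark compound exposure, 60 min detection. Detection: beta-gal luminescence. Evaluation: APJ–arrestin association signal. Controls: negative DMSO alone, positive Apelin-13 at 10 nM.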
TIM10 inh = TIM10 yeast growth inhibition. S. cerevisiae TIM10 strain growth, BacTiter-Glo luminescence, 24 h. inhibition, % at 10 µM. hit rate 1.4% among 330,000. AID 463195;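 active = inhibition of 40% or more at the single tested concentration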;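 also: wild-type TIM10 isogenic control strain grown at permissive 25 °C; 0% = DMSO yeast wells and 100% = minimal medium wells without yeast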
tim10-1 inh = inhibits growth of tim10-1 mutant yeast | inhibition, % at 20 µM | S. cerevisiae tim10-1 ts strain growth, BacTiter-Glo, 24 h | hit rate 2.2% among 330,000;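 active = inhibition of at least 40%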;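 also: mutant grown at 25 °C; 0% = DMSO wells with yeast and 100% = wells holding no yeast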
NALP3 yeast inh = blocks the NALP3 inflammasome reconstituted in yeast | hit rate 0.39% among 330,000 | Yeast reconstituted NLRP3/ASC/caspase-1, beta-gal luminescence, 24 h | inhibition, % at 10 µM;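 active = inhibition of 50% or more; inactive = inhibition below 50%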;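 also: plate controls were induced DMSO wells for no effect and uninduced yeast grown without galactose for full effect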
Mdm2 MdmX PPI = human Mdm2/MdmX binding inhibition; O15151+Q00987; hit rate 3% among 330,000; SaOS-2 split-luciferase Mdm2/MdmX complementation, luminescence; AID 485346; inhibition, % at 8 µM;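 active = inhibition of at least 50% at 8 µM in the primary screen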
An asterisk follows results filed as active.

item	SMILES	NR3A LBD binder	XBP1 UPR activ	tim23-1 inh	CHOP UPR activ	APJ agonist	TIM10 inh	tim10-1 inh	NALP3 yeast inh	Mdm2 MdmX PPI
1	COC(=O)Cn1c2ccccc2c2nc3ccccc3nc21	-4	3	27	4.2	-1	12	28	-1	-15
2	CCC(C)(C)n1nnnc1C(c1cc(OC)ccc1OC)N1CCN(Cc2ccccc2)CC1 (centres undefined)	-2	-1	18	-0.1	-5	16	26	11	3
3	CC1=C/C(=C\c2ccc(Br)o2)C(=O)O1	-1	-3	0	0.5	-2	-10	0	10	-3
4	CC12CCC(C(=O)NCc3ccccc3Cl)(OC1=O)C2(C)C (centres undefined)	0	-3	7	0.5	2	-4	13	17	5
5	O=C(Nc1ccccc1)c1ccsc1	-4	-4	26	0.4	1	12	-21	38	9
6	CC#CCCCC(=O)Nc1cc(OC)nc(OC)n1	-2	1	11	-1.1	-3	7	-9	31	-22
7	Cc1sc(NC(=O)CSc2nnc(C)c(=O)[nH]2)c(C#N)c1C	2	-2	4	-1.1	2	-6	-3	1	20
8	CSc1nc2ccc(NC(=O)CSc3nnc(N)s3)cc2s1	-4	0	7	1.1	4	7	4	17	-23
9	COc1ccc(-c2nnc(SCC(=O)N3CCCCC3)o2)cc1	1	2	16	2.8	0	-16	18	39	-22
10	C[C@H](NC(=O)C1CCN(C(=O)[C@H](Cc2ccccc2)NC(=O)OC(C)(C)C)CC1)C(=O)O	2	-7	3	-1.7	-2	-8	0	4	27
11	O=C(COC(=O)CCN1C(=O)c2ccccc2C1=O)Nc1ccc(S(=O)(=O)N2CCCC2)cc1	6	0	-3	1.2	-1	2	14	3	21
12	COc1ccc(C)cc1S(=O)(=O)N(CC(=O)N1CCOCC1)Cc1ccccc1	-4	-1	24	1.0	0	19	10	15	7
13	COc1ccc(/C=N/NC(=O)C(=O)N2CCCC2)cc1OC	8	1	9	1.8	0	0	4	8	-25
14	CN(C)C(CNC(=O)c1ccc2ccccc2n1)c1ccccc1 (centres undefined)	-1	-3	18	-0.4	-1	12	17	17	-38
15	CCN(CC(=O)NC1CCS(=O)(=O)C1)S(=O)(=O)c1cc(Br)ccc1Br (centres undefined)	0	-3	-6	0.4	1	-1	-5	-6	10
16	O=C(O)CCC(=O)OC1CC2CCC1C2 (centres undefined)	0	-3	-8	-2.9	0	6	4	-12	12
17	CCN(CC(=O)Nc1ccccc1C(F)(F)F)C(=O)c1ccc2c(=O)n3c(nc2c1)CCC3	2	0	-1	-1.9	-4	-8	2	3	11
18	CCOC(=O)CSc1nc2ccccc2n1CC(=O)NC(C)(C)C	-2	-2	12	0.8	-4	9	16	-1	-12
19	CC(C)CCNC(=O)C1CCCN(S(=O)(=O)c2ccc(-n3cnnn3)cc2)C1 (centres undefined)	0	-4	-7	1.5	-1	-17	3	4	23
20	CCC1CCCCN1CCCNC(=O)c1csc2c1CCCCC2 (centres undefined)	-1	-1	9	-0.2	-5	7	23	-1	7
21	CCOc1cc(CNC(=O)CCCn2c(=O)c3cccn3c3cccnc32)cc(OCC)c1OCC	1	6	14	1.2	-2	7	17	6	-24
22	Cc1ccccc1NC(=S)N(CCCN1CCCCC1)Cc1ccco1	-2	0	10	1.0	0	4	5	8	12
23	S=C(Nc1ccc2nc(-c3ccccn3)c(-c3ccccn3)nc2c1)N1CCOCC1	0	2	20	-2.9	2	16	19	-14	-18
24	O=C(NCc1ccccc1F)c1ccc(S(=O)(=O)N2CCCCCC2)cc1	-1	-2	33	-0.5	-3	7	36	11	9
25	CCOC(=O)c1c(NC(=O)COC(=O)Cn2cnc3ccccc32)sc(C)c1C	1	0	12	-1.0	-4	15	35	9	9
26	Cn1cnnc1SCC(=O)NC1CCCCCC1	-1	-4	-4	1.2	0	11	-4	2	0
27	O=C(/C=C/c1ccc(F)cc1)NC(=S)NNC(=O)c1cnccn1	-2	2	24	-1.1	-2	-47	6	28	50
28	O=C(NCCN1CCOCC1)Nc1ccc(F)cc1	0	-2	-7	-0.5	-3	-2	-2	12	-8
29	CCOC(=O)c1c(C)c(C(=O)Nc2ccc(F)cc2)c(C)n1C	0	-1	-15	-1.5	-2	2	12	17	23
30	O=C(O)C1C(C(=O)Nc2ccc(Cl)cc2)C2C=CC1C21CC1 (centres undefined)	0	0	3	-2.3	0	-23	21	21	1
31	CC1CCN(C(CNS(=O)(=O)c2ccccc2)c2ccccc2)CC1 (centres undefined)	0	2	6	-2.5	1	1	11	-20	-5
32	COc1ccc(-c2nc(N)n(C(=O)c3ccccc3)n2)cc1	0	2	6	-0.2	-3	7	23	-1	18
33	O=C(CSc1ncccc1C(=O)O)NCc1ccc(F)cc1	0	-3	2	-2.4	2	-5	-20	11	0
34	CS(=O)(=O)Nc1ccc(Br)cc1C(=O)c1ccccc1	-1	2	26	-3.1	-2	-7	18	14	22
35	Cc1cc(C(=O)COc2ccc(C#N)cc2)c(C)n1-c1ccc2c(c1)OCO2	-1	-3	3	0.6	-3	-13	-3	20	38
36	COc1cccc(CN(C)C(=O)CN2C(=O)NC(c3ccccc3)(c3ccccc3)C2=O)c1OC	0	-2	6	0.0	-3	8	7	16	6
37	CCOc1ccc(C2N(c3cc(C)on3)C(=O)C3CCCN32)cc1OC (centres undefined)	1	-4	6	-1.2	-6	10	0	1	3
38	CN(CC(=O)Nc1cccc(S(=O)(=O)NC2=NCCC2)c1)Cc1ccccc1Cl	0	3	11	-2.0	0	8	5	1	-30
39	Brc1ccccc1/C=N/N1CCCCC1	-2	1	11	2.2	-4	-3	10	-12	10
40	CN1CCN(C(=O)/C(=C/c2ccc(F)cc2)c2ccsc2)CC1	-14	-3	0	-2.7	-2	-3	-17	21	5
41	CCC(C)NCC(O)COCc1ccc(Cl)cc1 (centres undefined)	2	-4	7	0.1	-2	0	2	17	22
42	COc1ccc(S(=O)(=O)N(C)c2ccc(C(=O)N3CCOCC3)cc2)cc1OC	0	5	-7	0.7	2	4	-2	5	-4
43	O=C1/C(=C/c2cccs2)SC(=S)N1C1CCS(=O)(=O)C1 (centres undefined)	0	-1	3	1.9	-2	16	11	35	-26
44	NS(=O)(=O)c1ccc(NC(=O)C2CCCN(S(=O)(=O)c3ccc(F)cc3)C2)cc1 (centres undefined)	2	-1	-8	-1.0	-5	-17	-12	-3	-2
45	O=C(CNS(=O)(=O)c1cccc2nsnc12)NCc1ccc(Cl)cc1	3	1	6	-1.8	-5	5	7	-1	12
46	COc1ccc(S(=O)(=O)Nc2ccc(S(=O)(=O)N3CCOCC3)cc2)cc1C	3	-4	-2	-3.5	-2	0	2	7	19
47	CC(C)(C)c1ccc(C(=O)NNC(=O)c2ccncc2)cc1	0	-2	2	-1.3	-2	1	3	22	-8
48	Cc1ccccc1NC(=O)Cc1nc(COC(=O)COc2cccc(C)c2C)cs1	-3	1	36	1.0	-8	21	31	25	34

An excerpt from above in order of heavy-atom count, rising:
item	SMILES	NR3A LBD binder	XBP1 UPR activ	tim23-1 inh	CHOP UPR activ	APJ agonist	TIM10 inh	tim10-1 inh	NALP3 yeast inh	Mdm2 MdmX PPI
39	Brc1ccccc1/C=N/N1CCCCC1	-2	1	11	2.2	-4	-3	10	-12	10
41	CCC(C)NCC(O)COCc1ccc(Cl)cc1 (centres undefined)	2	-4	7	0.1	-2	0	2	17	22
43	O=C1/C(=C/c2cccs2)SC(=S)N1C1CCS(=O)(=O)C1 (centres undefined)	0	-1	3	1.9	-2	16	11	35	-26
47	CC(C)(C)c1ccc(C(=O)NNC(=O)c2ccncc2)cc1	0	-2	2	-1.3	-2	1	3	22	-8
40	CN1CCN(C(=O)/C(=C/c2ccc(F)cc2)c2ccsc2)CC1	-14	-3	0	-2.7	-2	-3	-17	21	5
45	O=C(CNS(=O)(=O)c1cccc2nsnc12)NCc1ccc(Cl)cc1	3	1	6	-1.8	-5	5	7	-1	12
37	CCOc1ccc(C2N(c3cc(C)on3)C(=O)C3CCCN32)cc1OC (centres undefined)	1	-4	6	-1.2	-6	10	0	1	3
46	COc1ccc(S(=O)(=O)Nc2ccc(S(=O)(=O)N3CCOCC3)cc2)cc1C	3	-4	-2	-3.5	-2	0	2	7	19
44	NS(=O)(=O)c1ccc(NC(=O)C2CCCN(S(=O)(=O)c3ccc(F)cc3)C2)cc1 (centres undefined)	2	-1	-8	-1.0	-5	-17	-12	-3	-2
48	Cc1ccccc1NC(=O)Cc1nc(COC(=O)COc2cccc(C)c2C)cs1	-3	1	36	1.0	-8	21	31	25	34
36	COc1cccc(CN(C)C(=O)CN2C(=O)NC(c3ccccc3)(c3ccccc3)C2=O)c1OC	0	-2	6	0.0	-3	8	7	16	6

(next part)
item	SMILES	NR3A LBD binder	XBP1 UPR activ	tim23-1 inh	CHOP UPR activ	APJ agonist	TIM10 inh	tim10-1 inh	NALP3 yeast inh	Mdm2 MdmX PPI
49	CCOC(=O)c1ccc(NC(=O)CCc2ccc(C)o2)cc1	-3	1	13	-4.4	-5	6	11	17	40
50	C#CCOCCOCCOCCNc1nc(N2CCN(C(=O)Cn3cc(CCCCN)nn3)CC2)nc(N2CCN(C(=O)[C@H](CCCCN)n3cc(CCC(=O)O)nn3)CC2)n1	2	2	3	1.9	1	4	-2	8	23
51	CN(C)C(=O)/C(=C\c1ccncc1)NC(=O)c1ccccc1	-3	-3	-1	-0.3	-2	1	7	20	12
52	CCN(CC)c1ccc(/C=C(\C#N)c2ccccn2)cc1	4	-4	26	-4.6	-4	34	22	30	-51
53	O=C1CCN(C(=O)c2cccs2)c2ccccc21	0	-1	1	-1.6	-10	2	8	-4	4
54	O=C(Nc1ccc(F)c(Cl)c1)c1cncs1	-2	-6	25	-0.2	-3	-19	18	22	16
